# From PubChem
# 697 NFkB inh – inhibitors of the PMA/ionomycin-induced NF-kB reporter in 697 B cells | 697 B-cell NF-kB luciferase reporter, 16 h | inhibition, % at 4 µM | actives 0.33% (n = 330,000); in the data active = inhibition above about 35%
# Mdm2-MdmX inh – inhibitors of human Mdm2/MdmX interaction. O15151+Q00987. SaOS-2 split-luciferase Mdm2/MdmX complementation, luminescence. inhibition, % at 8 µM. actives 3% (n = 330,000). AID 485346;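 active = inhibition of at least 50% at 8 µM in the primary screen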
# EBI2 block – blocks human EBI2 receptor beta-arrestin signaling; P32249; EBI2 beta-arrestin recruitment, luminescence, 7a,25-OHC stimulated; inhibition, % at 5 µM; actives 0.81% (n = 360,000); AID 651636; in the data active = inhibition above about 38%;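 also: enzyme fragment complementation signal reports receptor beta-arrestin coupling in cells; 0% = agonist plus DMSO wells and 100% = wells without agonist; some results beyond the cut were filed as inactive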
# Target sequence (P32249 whole entry, looked up, the tested form may be a part): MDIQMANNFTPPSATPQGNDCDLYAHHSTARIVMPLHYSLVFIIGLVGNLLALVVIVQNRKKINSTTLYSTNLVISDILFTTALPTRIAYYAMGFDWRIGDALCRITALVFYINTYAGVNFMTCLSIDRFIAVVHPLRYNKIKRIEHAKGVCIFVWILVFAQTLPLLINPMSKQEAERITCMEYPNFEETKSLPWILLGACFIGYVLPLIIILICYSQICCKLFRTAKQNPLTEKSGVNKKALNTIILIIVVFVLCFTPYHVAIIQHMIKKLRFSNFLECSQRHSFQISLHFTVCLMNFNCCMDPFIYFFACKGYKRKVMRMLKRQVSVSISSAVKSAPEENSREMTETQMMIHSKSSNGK
# CXCR6 inh – CXCR6 (human) receptor inhibition; O00574; CHO-K1 PathHunter CXCR6 beta-arrestin, luminescence; actives 0.36% (n = 360,000); inhibition, % at 20 µM; in the data active = inhibition above about 34%, passing the limit was not always enough;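 also: antagonist mode with CXCL16 agonist at 10 nM final; 0% = 10 nM CXCL16 with DMSO and 100% = unstimulated wells without agonist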
# Target sequence (O00574 whole entry, looked up): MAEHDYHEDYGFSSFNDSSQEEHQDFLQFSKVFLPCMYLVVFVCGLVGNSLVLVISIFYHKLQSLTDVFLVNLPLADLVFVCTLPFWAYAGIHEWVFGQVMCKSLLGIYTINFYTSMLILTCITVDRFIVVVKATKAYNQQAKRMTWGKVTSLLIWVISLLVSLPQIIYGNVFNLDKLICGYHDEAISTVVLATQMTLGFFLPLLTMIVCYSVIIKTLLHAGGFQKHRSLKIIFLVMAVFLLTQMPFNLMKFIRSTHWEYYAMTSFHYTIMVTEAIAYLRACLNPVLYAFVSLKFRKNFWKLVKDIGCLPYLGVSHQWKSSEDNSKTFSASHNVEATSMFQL
# Gli-Sufu block – Gli-Sufu pathway antagonism; Sufu-KO-LIGHT fibroblasts, Gli luciferase reporter luminescence; inhibition, % at 5 µM; actives 0.74% (n = 340,000);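 active = inhibition above about 55%, limit read from the data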;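 also: 0% = DMSO-treated cells and 100% = wells with medium but no cells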
# CCR6 antagonist – antagonists of human CCR6 receptor. P51684. CHO-K1 CCR6 PathHunter beta-arrestin, luminescence, CCL20-stimulated. inhibition, % at 20 µM. actives 0.49% (n = 340,000);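 active = compounds whose inhibition of the agonist-driven luminescence signal at 20 µM reaches about 50%, limit read from the data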;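 also: cells stimulated with CCL20 at 14 nM final; plate controls were DMSO with CCL20 for no effect and DMSO without agonist for full effect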
# Target sequence (P51684 whole entry, looked up): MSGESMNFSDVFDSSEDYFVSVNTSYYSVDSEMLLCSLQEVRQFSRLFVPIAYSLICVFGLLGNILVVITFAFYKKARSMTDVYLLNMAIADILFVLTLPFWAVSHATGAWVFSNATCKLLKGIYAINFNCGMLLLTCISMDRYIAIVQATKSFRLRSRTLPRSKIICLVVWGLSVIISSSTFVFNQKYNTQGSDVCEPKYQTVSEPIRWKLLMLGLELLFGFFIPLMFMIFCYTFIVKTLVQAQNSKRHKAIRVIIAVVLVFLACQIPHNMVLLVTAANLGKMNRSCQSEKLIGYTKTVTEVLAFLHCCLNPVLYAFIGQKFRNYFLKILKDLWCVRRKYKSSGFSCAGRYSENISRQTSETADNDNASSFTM
# XBP1 UPR activ – adaptive UPR (XBP1) activation; CHO-XBP1 luciferase reporter, IRE1-XBP1 UPR activation, luminescence; percent of tunicamycin response, DMSO as zero; activation, % at 20 µM; actives 0.33% (n = 330,000); AID 463104;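 active = versus positive control, 20 µM dose yields 30% or more activation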;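 also: 100% = tunicamycin at 10 µg/mL and 0% = DMSO only wells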
#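 Assay system: CHO-XBP1 luciferase reporter cells; Schedule: 6 h treatment, 37 °C; Detection: glow luminescence from Steady-Glo reagent; Benchmarks: high control tunicamycin 10 µg/mL final, low control DMSO vehicle only.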
# Jurkat NFkB inh – lowers PMA/ionomycin-induced NF-kB signal in Jurkat cells; PMA/ionomycin-induced NF-kB luciferase reporter, luminescence; inhibition, % at 4 µM; actives 0.53% (n = 330,000); AID 435003; in the data active = inhibition above about 50%
# CHOP UPR activ – apoptotic UPR (CHOP) activation | AID 449763 | CHO-CHOP luciferase reporter, luminescence; percent of tunicamycin response over DMSO baseline | activation, % at 10 µM | actives 0.34% (n = 330,000);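 active = at 10 µM dose, activation of 40% or more, normalized to positive control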;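 also: 100% = tunicamycin at 10 µg/mL and 0% = DMSO alone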
#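 Evaluation: % reporter activation, DMSO baseline versus tunicamycin full activation; System: CHO-CHOP luciferase reporter cell line; Input: 500 cells/well; Incubation: 6 h compound treatment, 37 °C; Measured by: Steady-Glo luciferase luminescence; Dosing: one dose, 10 µM in 0.5% DMSO; Buffer or medium: F12 medium, 10% FBS; Benchmarks: positive tunicamycin 10 µg/mL, negative DMSO alone.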
# Numbers without * were called inactive; nt = no result given.
SMILES,697 NFkB inh,Mdm2-MdmX inh,EBI2 block,CXCR6 inh,Gli-Sufu block,CCR6 antagonist,XBP1 UPR activ,Jurkat NFkB inh,CHOP UPR activ
COc1ccc(NC(=O)c2nn(C)cc2[N+](=O)[O-])cc1,9,12,-11,-8,-25,11,-2,14,2.1
COc1ccc(-c2cn3c(C)c(C(=O)Nc4cccc(C)n4)sc3n2)cc1,-41,22,7,-2,-49,-5,-1,12,0.4
COc1nccnc1NS(=O)(=O)c1ccc(NCc2cc(Br)ccc2O)cc1,-29,-3,-11,-2,-21,-2,3,-44,0.7
Cc1cc(=O)n2[nH]c(-c3ccc(F)cc3)nc2n1,-6,8,2,-3,-9,3,1,4,2.1
CCOC(CNc1ncnc2sc(-c3ccccc3)cc12)OCC,-26,9,5,1,-2,7,-2,-11,1.2
COC(=O)CN1C(c2ccc(Cl)cc2)=Nc2ccc(Cl)cc2C1c1ccccc1 (stereo unspecified),15,34,18,12,17,19,-1,0,0.8
O=C(O)c1ccc(CNC(=O)c2ccc(S(=O)(=O)N3CCCCC3)cc2)cc1,6,9,0,8,-5,-5,-1,-12,-0.5
Cc1onc(-c2ccccc2)c1C(=O)Nc1cccc(S(=O)(=O)NC2=NCCC2)c1,23,2,-2,-1,-14,9,1,-2,0.5
CC(=O)Nc1ccc(S(=O)(=O)NCc2nc(-c3ccc(C)cc3)no2)cc1,20,13,-2,4,-18,-8,-5,-1,1.4
COc1ccc(OC)c(C(=O)NC(CC(N)=O)c2ccc(NC(C)C)c([N+](=O)[O-])c2)c1 (stereo unspecified),-7,6,-7,3,-5,10,0,-4,0.0
Cc1cc(C)c2sc(N(CCCN(C)C)C(=O)c3ccc(S(=O)(=O)N(C)C4CCCCC4)cc3)nc2c1,1,97*,-1,13,28,15,14,11,5.5
Cc1ccc2c(CC(=O)N3CCN(S(=O)(=O)c4cccs4)CC3)coc2c1,26,33,17,-4,4,-3,2,11,-1.1
Cc1cc(N2CCN(c3ccccc3)CC2)nc(-n2nc(C)cc2C)n1,-5,-8,9,21,2,14,13,15,52*
CN(C)c1ccc(O)c2c1CC1CC3C(N(C)C)C(=O)C(C(N)=O)=C(O)[C@@]3(O)C(=O)C1=C2O (stereo partly specified),8,8,-4,4,0,9,0,5,14
NS(=O)(=O)c1ccc(CCNC(=S)Nc2ccccc2)cc1,-11,2,-13,0,3,11,-1,12,2.2
CCOC(=O)c1ccc2c(c1)NCc1cccc(OC)c1O2,-59,-93,4,-5,-41,-7,-1,-48,4.2
COc1cc(/C=N/Nc2ccc([N+](=O)[O-])cc2S(=O)(=O)N2CCOCC2)cc(OC)c1OC,-20,20,17,34,8,17,0,27,8.5
COCc1cc(C)nc2sc(C(=O)Nc3ccccc3F)c(N)c12,-2,14,-1,3,-10,6,5,-8,2.6
Cc1ccc(NC(=O)C2CC(=O)N/C(=N/N=C/c3ccco3)S2)cc1C (stereo unspecified),-4,-2,-8,-1,-6,1,-2,15,1.6
CCOC(=O)c1cnc2ccc(OCC)cc2c1N1CCN(c2ccccc2OC)CC1,-16,40,4,3,23,9,0,8,1.5

# Individual results from above:
# Entry of `CN(C)c1ccc(O)c2c1CC1CC3C(N(C)C)C(=O)C(C(N)=O)=C(O)[C@@]3(O)C(=O)C1=C2O` (stereo partly specified) under XBP1 UPR activ: 0
# Entry of `COCc1cc(C)nc2sc(C(=O)Nc3ccccc3F)c(N)c12` under CCR6 antagonist: 6
# Entry of `Cc1cc(N2CCN(c3ccccc3)CC2)nc(-n2nc(C)cc2C)n1` under 697 NFkB inh: -5
# Entry of `COc1cc(/C=N/Nc2ccc([N+](=O)[O-])cc2S(=O)(=O)N2CCOCC2)cc(OC)c1OC` under Mdm2-MdmX inh: 20
# Entry of `NS(=O)(=O)c1ccc(CCNC(=S)Nc2ccccc2)cc1` under CCR6 antagonist: 11

# More records:
SMILES,697 NFkB inh,Mdm2-MdmX inh,EBI2 block,CXCR6 inh,Gli-Sufu block,CCR6 antagonist,XBP1 UPR activ,Jurkat NFkB inh,CHOP UPR activ
O=C(/C=C/c1cccc([N+](=O)[O-])c1)NCCSc1ccccc1,-2,7,5,3,15,9,-4,9,-0.6
COC(=O)[C@@]12CCCN1[C@H](c1ccc(-c3ccccc3)cc1)[C@H]1C(=O)N(C)C(=O)[C@H]12,0,23,-7,-1,4,4,2,-3,-2.2
COc1ccc(C(=O)c2sc(Nc3cccc(OC)c3)c(C(=O)Nc3cccc(C)c3C)c2N)cc1,3,37,8,6,11,45,12,-1,-0.9
O=C(Cc1ccccc1)NNC(=O)C1CCN(c2ncccn2)CC1,1,1,-5,1,1,-4,3,-7,0.4
CCCC(=O)Nc1ccccc1NC(=O)CCC,15,3,-7,-6,7,4,-1,-11,-0.4
CCC(=O)N1N=C(c2ccc(C)o2)CC1c1ccc(Br)cc1 (stereo unspecified),-1,4,4,4,-9,4,3,-6,-0.2
Cc1ccccc1-n1c(Cn2c(=O)sc3ccccc32)nnc1SCC(=O)N1CCCC1,-13,25,5,4,22,-5,-1,7,-0.9
O=C(NN1C(=O)C2C(C1=O)C1C=CC2C12CC2)c1cccc(Cl)c1 (stereo unspecified),5,-3,-5,0,-1,4,5,-2,-0.6
CCOc1ccc(-n2c(O)c(/C=N/NC(=O)C3COc4ccccc4O3)c3ccccc3c2=O)cc1 (stereo unspecified),-7,30,-4,10,-8,9,-3,-1,-0.2
COc1ccc(C(=O)OCC(=O)Nc2ncc([N+](=O)[O-])s2)cc1OC,-9,-1,-13,1,2,8,0,-4,2.5
Fc1ccc2c(c1)C1OCCCC1C(c1ccccc1)N2 (stereo unspecified),4,32,-24,4,22,4,-3,10,-0.6
CC(C)(C)c1cc(NCCCn2ccnc2)n2ncc(-c3ccc(Cl)cc3)c2n1,-35,74*,-8,-7,-60,-5,14,-58,16
COCCNC(=O)C(c1ccc(O)cc1)N(C(=O)CCC(=O)Nc1nccs1)c1ccc(C)cc1 (stereo unspecified),13,6,3,2,6,1,-3,-12,1.1
COc1ccc(-n2cc(CNCCCN3CCCC3=O)c(-c3ccccc3Cl)n2)cc1,-12,17,9,4,15,11,-1,7,-2.5
CCN(C(=O)COC(=O)/C=C/c1ccc(C)o1)c1c(N)n(Cc2ccccc2)c(=O)[nH]c1=O,22,17,-5,2,-6,3,2,1,0.2
O=C(Cn1nnc(-c2cccs2)n1)NCc1ccco1,9,12,-2,4,1,0,0,-5,1.1
CN=C1CC(C)(C)CC(=O)/C1=C(/O)CCCN1C(=O)c2ccccc2C1=O,11,17,-4,-4,2,2,-1,0,0.4
COc1cc(OC)c(OC)cc1/C=C/c1cc(C(F)(F)F)[nH]c(=O)n1,25,24,0,-4,22,5,-2,6,-0.8
O=C(CCSc1ccc(Cl)cc1)c1cccs1,-2,10,13,14,-7,16,13,-5,23
CCCn1c(N)c(C(=O)CSc2nnc(C3CC3)n2Cc2ccccc2)c(=O)n(C)c1=O,0,3,-5,3,-4,3,-2,4,1.0
CCOc1ccc(/C=C2\SC(=S)N(C)C2=O)cc1OC,-2,-5,19,-6,-3,-8,3,4,2.0
CSc1nc2ccc(NC(=O)c3ccc(F)c(F)c3)cc2s1,-46,-130,8,3,-37,-12,8,-87,4.8
Cc1ccc(CC(=O)Nc2ccc(Cl)cn2)cc1,-28,-12,-12,2,-21,10,-5,-22,5.6
O=C(O)CC12C[C@H]3C[C@@H](C1)CC(n1ncc(N4CCN(c5ccccc5)CC4)c(Cl)c1=O)(C3)C2,17,-7,0,-14,-3,-17,-2,8,0.1
CCn1cc(/C=N\NC(=O)c2ccc3c(c2)c(C)c(C)n3Cc2ccccc2)c(C)n1,17,-2,2,-10,17,3,1,-11,-0.4
CCCCc1c(O)c2cccc3c2n(c1=O)CCC3,1,10,2,-11,-2,11,0,-11,-0.8
Cc1ccc(C)c(S(=O)(=O)N2CCCOC2CNC(=O)C(=O)NCCC2=CCCCC2)c1 (stereo unspecified),-21,9,2,6,-1,17,-1,2,0.6
COc1ccc(C2C(C#N)=C(N)Oc3cc(C)[nH]c(=O)c32)c(OC)c1OC (stereo unspecified),2,-8,-8,-3,11,-4,-1,-4,-1.9
O=C(CSC(=S)N1CCCCC1)c1c(F)cccc1F,-150,-303,-23,-2,-24,2,1,-161,5.3
Cc1ccc(C(=O)NC2CCN(C(=O)Nc3ccccc3)CC2)cc1,-13,-1,0,3,18,-6,-1,1,-2.2
Cn1c(SCc2ccc([N+](=O)[O-])cc2)nc2c(c1=O)SCC2,9,2,3,6,14,12,-1,-1,-0.6
CCOc1ccc(C(=O)c2ccncc2)cc1,-14,16,-16,-1,-9,7,1,7,-0.7
C[C@H]1CN([C@@H](C)CO)C(=O)Cc2cc(NC(=O)C3CC3)ccc2O[C@H]1CN(C)Cc1ccc(Oc2ccccc2)cc1,8,34,7,1,14,12,-2,4,-1.5
CCOC(=O)Cc1csc(NC(=O)CSc2nc(C)cc(C)n2)n1,-6,8,-3,-9,0,9,-4,7,-0.3
O=C(Cc1ccccc1)Nc1nnc(-c2ccco2)s1,-18,-6,-3,-1,-19,5,-1,-10,4.5
COc1ccc(C2CCCCCN2Cc2nc3ccccc3c(=O)n2CC(N)=O)cc1 (stereo unspecified),0,-12,0,6,15,0,-2,5,1.0
O=C(CCN1CCCCC1)NNC(=O)C12CC3CC(CC(C3)C1)C2,-4,-3,2,3,5,-5,1,-4,2.0
Cc1cc(C)c(C)c(OCCCCN2CCCCC2)c1,3,1,-7,4,12,8,-2,8,1.1
Cc1ccc(NC(=S)NNC(=O)c2cccc([N+](=O)[O-])c2)cc1Cl,9,9,10,6,4,13,0,3,1.2
O=C(Nc1ccccc1Cl)N1CCn2c(nc3ccccc32)C1,13,-10,-9,-13,-3,-4,3,-6,1.9
CC(=O)COc1coc(CN2CCN(c3ccc(F)cc3)CC2)cc1=O,-46,12,-10,0,-18,13,-8,-26,-1.9
CN(Cc1ccccc1)C(=O)c1ccc(NC(=O)Cc2cccc(NC(=O)C3CCCN(C(=O)C4CCC4)C3)c2)cc1 (stereo unspecified),3,6,-19,3,5,11,-1,3,0.6
CC(=O)Nc1ccc2c(c1)C(=Nc1ccccc1)c1ccccc1-2,nt,nt,15,2,-6,8,nt,nt,nt
CCN(CC)C(=O)c1cc([N+](=O)[O-])cc2c1-c1ccc([N+](=O)[O-])cc1C2=C(C#N)C#N,22,25,-1,18,8,18,8,9,169*
Cc1ccc(S(=O)(=O)N2CCOCC2)cc1NC(=O)COC(=O)c1cccc(Cl)c1Cl,nt,nt,7,0,1,7,nt,nt,nt
O=C(CSc1n[nH]c(=O)[nH]c1=O)N/N=C/C=C\c1ccccc1,2,0,7,-6,3,8,-2,-8,1.6
O=C(O)CSC(=S)N1CCCCC1,3,12,-14,-2,-4,-4,-1,13,2.3
COc1ccc(OC)c(S(=O)(=O)NCc2cn3c(C)csc3n2)c1,4,-12,-1,-3,-1,10,0,-2,2.2
Cc1cccc(NS(=O)(=O)c2ccc(C(=O)NCC(c3ccco3)N3CCCCC3)cc2)c1C (stereo unspecified),-19,27,7,7,43,7,0,31,0.1

# Ordered by number of heavy atoms (high to low): part of the list above
SMILES,697 NFkB inh,Mdm2-MdmX inh,EBI2 block,CXCR6 inh,Gli-Sufu block,CCR6 antagonist,XBP1 UPR activ,Jurkat NFkB inh,CHOP UPR activ
Cc1ccc(S(=O)(=O)N2CCOCC2)cc1NC(=O)COC(=O)c1cccc(Cl)c1Cl,nt,nt,7,0,1,7,nt,nt,nt
CC(=O)COc1coc(CN2CCN(c3ccc(F)cc3)CC2)cc1=O,-46,12,-10,0,-18,13,-8,-26,-1.9
O=C(O)CSC(=S)N1CCCCC1,3,12,-14,-2,-4,-4,-1,13,2.3
